FBW7 activator – activators of human E3 ligase FBW7; AlphaScreen FBW7–phospho-cyclin E peptide binding, activator screen; normalized activity (activation), % at 26.1 µM; hit rate 0.13% among 650,000; in the data active = normalized activity above about 1.9%;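 note: purified mutant Fbw7 with reduced substrate affinity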
MITF primary – blocks human microphthalmia-associated transcription factor | hit rate 0.91% among 650,000 | AID 1259374 | AlphaScreen MITF homodimerization, bead proximity signal | inhibition, % at 2.6 µM | O75030; in the data active = inhibition above about 50%;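 note: 0% = vehicle wells with protein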
Target sequence (O75030 whole entry, looked up): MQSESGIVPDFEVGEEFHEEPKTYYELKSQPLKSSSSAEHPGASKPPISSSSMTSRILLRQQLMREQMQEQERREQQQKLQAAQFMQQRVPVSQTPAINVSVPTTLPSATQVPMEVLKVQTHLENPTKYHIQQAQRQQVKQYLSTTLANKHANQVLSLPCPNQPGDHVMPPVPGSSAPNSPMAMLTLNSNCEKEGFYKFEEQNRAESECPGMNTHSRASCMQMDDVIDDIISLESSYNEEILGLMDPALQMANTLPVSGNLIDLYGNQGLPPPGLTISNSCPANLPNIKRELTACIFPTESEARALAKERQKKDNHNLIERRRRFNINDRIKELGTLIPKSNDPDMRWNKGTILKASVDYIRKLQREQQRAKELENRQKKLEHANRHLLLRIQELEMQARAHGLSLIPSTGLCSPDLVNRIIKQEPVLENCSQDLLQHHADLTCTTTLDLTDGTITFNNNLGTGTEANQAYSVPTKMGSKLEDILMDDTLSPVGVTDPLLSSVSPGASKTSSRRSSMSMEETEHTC
GPR151 ag – activates the human receptor GPR151 | PathHunter beta-arrestin GPR151 cells, luminescence | activation, % at 11.2 µM | hit rate 1% among 650,000; in the data active = activation above about 4.9%;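 note: 0% = median of compound wells and 100% = cells with positive control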
Target sequence (Q8TDV0 whole entry, looked up): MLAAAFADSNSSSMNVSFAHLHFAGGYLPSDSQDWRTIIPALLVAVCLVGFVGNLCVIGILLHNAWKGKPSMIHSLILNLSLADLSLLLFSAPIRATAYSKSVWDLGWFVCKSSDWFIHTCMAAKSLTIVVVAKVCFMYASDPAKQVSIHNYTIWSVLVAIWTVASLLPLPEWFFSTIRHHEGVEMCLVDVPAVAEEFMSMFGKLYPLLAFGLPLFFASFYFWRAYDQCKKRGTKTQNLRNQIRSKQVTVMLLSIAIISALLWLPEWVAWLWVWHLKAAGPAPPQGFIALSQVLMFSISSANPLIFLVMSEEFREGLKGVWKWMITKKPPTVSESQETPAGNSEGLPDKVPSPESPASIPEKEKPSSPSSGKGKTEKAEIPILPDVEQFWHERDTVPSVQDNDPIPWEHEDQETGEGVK
TEAD-YAP inh – TEAD-YAP interaction inhibition | HEK-TIYL cells, TEAD-Gal4/YAP UAS-luciferase luminescence | hit rate 1.4% among 640,000 | inhibition, % at 9.12 µM; in the data active = inhibition above about 32%;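 note: 0% = median of test compound wells and 100% = reference inhibitor wells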
Numbers without * were called inactive.

entry | SMILES | GPR151 ag | TEAD-YAP inh | FBW7 activator | MITF primary
1 | NC(=O)C1(N2CCCCC2)CCN(C(=O)c2ccc3c(=O)n(C4CCCC4)c(=S)[nH]c3c2)CC1 | 0.6 | 3 | 0.7 | 5
2 | N#C/C(=C\c1ccccc1)c1nc2ccccc2c(=O)[nH]1 | 2.6 | 2 | 0.1 | 6
3 | Cc1[nH]c2ccccc2c1C(=O)CSCC(=O)O | -1.2 | -5 | 0.2 | 5
4 | NS(=O)(=O)c1ccc(CCNC(=O)CCCn2c(SCc3ccc([N+](=O)[O-])cc3)nc3ccsc3c2=O)cc1 | 1.1 | -5 | 0.0 | -11
5 | O=C(NC1(c2ccc(F)cc2)CCCC1)c1cnccn1 | -1.4 | -2 | 0.6 | 0
6 | Cc1ccc(OCc2nc(SCC(=O)NNC(=O)c3ccccc3)n[nH]2)cc1 | -0.2 | -10 | 0.0 | -11
7 | COC(=O)Cc1ccc(N(Cc2ccccc2F)S(=O)(=O)c2c(C)cc(C)cc2C)cc1 | -2.1 | -8 | 0.4 | 5
8 | CCCCn1nnnc1SCC(=O)NNC(=O)c1ccco1 | 5.9* | 12 | 0.5 | 13
9 | Nc1ncnc2c1ncn2CCN1CCOCC1 | 2.5 | -2 | 0.1 | 0
10 | Cc1csc2ncc(C(=O)N(Cc3ccccc3)c3ccccc3)c(=O)n12 | -0.8 | 5 | 0.1 | 3
11 | CCCCNC(=O)Nc1ccccc1C(=O)NCCC | 0.7 | 0 | -0.1 | -15
12 | Cc1nc(Nc2ccc(NC(=O)Cc3ccccc3)cc2)cc(-n2ccnc2)n1 | 2.9 | 0 | -0.2 | 1
13 | CCN(Cc1ccccc1)C(=O)c1cccnc1 | 0.9 | -9 | -0.1 | 9
14 | Cc1ccc2c(c1)=NC(=O)/C(=C/c1[nH]c(=S)[nH]c1O)C=2 | 0.2 | -2 | 0.1 | 11
15 | C/C(=C\C(=O)c1ccc(Cl)cc1)Nc1ccc(N2CCOCC2)cc1 | -2.1 | -1 | 0.4 | 3
16 | CCCCNC(=O)CSc1nc2n[nH]c(C)c2c(=N)n1-c1ccc(OC)cc1 | 1.5 | -1 | -0.2 | -2
17 | COc1ccccc1NCC(=O)N/N=C/c1ccc(F)cc1 | -0.2 | -3 | -0.1 | -4
18 | O=C(Nc1cccc(Br)c1)C(=O)c1c[nH]c2ccccc12 | -5.3 | -67 | 0.1 | -4
19 | O=C(Nc1cccc(Cl)c1)c1ccc(F)c(S(=O)(=O)NC2CCCC2)c1 | -1.4 | 2 | 0.3 | 14
20 | Cc1nc(NCCCn2ccnc2)cc(-c2cncc(-c3ccc(F)cc3)c2)n1 | 1.8 | -15 | 0.2 | 4

Random excerpt: five records from the list.
entry | SMILES | GPR151 ag | TEAD-YAP inh | FBW7 activator | MITF primary
6 | Cc1ccc(OCc2nc(SCC(=O)NNC(=O)c3ccccc3)n[nH]2)cc1 | -0.2 | -10 | 0.0 | -11
15 | C/C(=C\C(=O)c1ccc(Cl)cc1)Nc1ccc(N2CCOCC2)cc1 | -2.1 | -1 | 0.4 | 3
12 | Cc1nc(Nc2ccc(NC(=O)Cc3ccccc3)cc2)cc(-n2ccnc2)n1 | 2.9 | 0 | -0.2 | 1
2 | N#C/C(=C\c1ccccc1)c1nc2ccccc2c(=O)[nH]1 | 2.6 | 2 | 0.1 | 6
16 | CCCCNC(=O)CSc1nc2n[nH]c(C)c2c(=N)n1-c1ccc(OC)cc1 | 1.5 | -1 | -0.2 | -2

More results
entry | SMILES | GPR151 ag | TEAD-YAP inh | FBW7 activator | MITF primary
21 | CC(Sc1nc2c(N)ncnc2n1CCOc1ccccc1)C(=O)O (stereo not drawn) | -0.2 | 4 | 0.0 | 1
22 | CCN(CC)c1ccc(CN2CCN(C=O)CC2)cc1 | -1.2 | -9 | 0.6 | -2
23 | Cc1ccc(O)c(/C=N\NC(=O)COc2ccc(C)cc2[N+](=O)[O-])c1 | -0.4 | -5 | -0.1 | 7
24 | CC(C)(C)c1ccc(C(=O)Nc2ncc(S(=O)(=O)c3ccc([N+](=O)[O-])cc3)s2)cc1 | -1.6 | 1 | 0.1 | 8
25 | Cc1ccc(CCNC(=O)Cn2nc(-c3ccccc3)ccc2=O)cc1 | 0.9 | 10 | -0.3 | 0
26 | COc1cc2c(cc1OC)CC(C)(C)N(C(=O)c1ccccc1Cl)C2 | 0.3 | -17 | 0.6 | 21
27 | COCCC(=O)NC(C)c1nnc2n1CCN(Cc1cc3ccccc3[nH]1)CC2 (stereo not drawn) | 0.2 | -12 | 0.5 | 8
28 | O=C(Nc1ccc2c(c1)OCCO2)C1CCN(S(=O)(=O)c2ccc(Br)cc2)CC1 | 1.2 | 8 | 0.0 | 20
29 | Cc1ccc(NC(=O)Nc2c(C)nn(C)c2C)cc1 | -1.5 | -10 | -0.1 | 8
30 | CCCNC(=O)Cn1cnc2sc(C(=O)N3CCN(Cc4ccc5c(c4)OCO5)CC3)c(C)c2c1=O | 0.9 | -10 | -0.1 | 3
31 | O=C1CCCN2C(=N1)SC(=S)N2CN1CCOCC1 | 2.1 | 5 | 0.0 | 12
32 | CCSc1nnc(-c2cccnc2)n1-c1ccc(C)c(Cl)c1 | -0.2 | -2 | -0.1 | 4
33 | CCOC(=O)C(C)Oc1ccc2c(C)c(C)c(=O)oc2c1 (stereo not drawn) | 0.1 | -9 | 0.6 | 18
34 | COCCNC(=O)c1ccc2c(=O)n(Cc3ccco3)c(SCC(=O)NC3CCCC3)nc2c1 | 0.6 | 5 | 0.1 | -1
35 | CCN(CC)C(=O)C1CCCN(c2nccc(NC3CCN(Cc4ccccc4)CC3)n2)C1 (stereo not drawn) | 0.2 | 10 | -0.1 | 2
36 | O=C(CSc1cn(Cc2cccc(F)c2)c2ccccc12)N1CCCCC1 | 2.7 | -37 | -0.1 | -1
37 | CCOC(=O)C1(CC)NC(c2ccc(OC)cc2)C2C(=O)N(C)C(=O)C21 (stereo not drawn) | 1.5 | 10 | 0.0 | 10
38 | O=C(Nc1nnc(-c2ccc(Cl)cc2)o1)Nc1ccccc1[N+](=O)[O-] | 0.1 | -7 | 0.0 | 3
39 | COc1ccc(C(=O)N/N=C(\C)CC(=O)Nc2ccc(Br)cc2)cc1 | 0.4 | -50 | 0.1 | 7
40 | CC1=C(C(=O)Nc2ccc(Br)cc2)C(c2ccccc2F)NC(=O)N1 (stereo not drawn) | 0.7 | 23 | 0.0 | 18
41 | COc1ccc(Br)cc1C1N(c2ccccc2)CCN1c1ccccc1 | -1.3 | -9 | -0.1 | 3
42 | O=C1C[C@@H](c2ccc(O)c(O)c2)Oc2cc(O[C@H]3O[C@@H](CO)[C@H](O)[C@@H](O)[C@@H]3O)cc(O)c21 | 4.4 | 7 | -0.1 | 9
43 | C=CCOC(=O)C1=C(C)NC(C)=C(C(=O)OCC=C)C1c1ccc(O)c(OC)c1 | 0.7 | -1 | -0.1 | -4
44 | Cc1sc2ncc(C(=O)NOC(C)C)c(=O)n2c1C | -0.3 | -2 | -0.3 | 10
45 | COC(=O)c1ccc(N2NC(=O)/C(=C/c3ccc(N(C)C)c(Br)c3)C2=O)cc1 | -0.8 | -2 | 0.5 | -11
46 | COc1ccc2c(CNC3CCC(C)CC3)c(C(=O)O)n(Cc3ccc(C)cc3)c2c1 (stereo not drawn) | -0.4 | 12 | 0.2 | 10
47 | NC1=NC(=O)/C(=C/c2cccs2)S1 | 2.5 | -4 | -0.2 | -3
48 | Cc1ccc(C(=O)Nc2ccc(S(=O)(=O)Nc3ncccn3)cc2)cc1[N+](=O)[O-] | -0.5 | 8 | 0.1 | 12
49 | NC(=O)c1c(NC(=O)COC(=O)CN2C(=O)C3CCCCC3C2=O)sc2c1CCC2 (stereo not drawn) | 0.3 | 1 | -0.1 | -21
50 | COc1ccc(-c2nc(-c3ccc(Br)cc3)no2)cc1[N+](=O)[O-] | -0.7 | -6 | 0.0 | 1
51 | CC(=O)Nc1cccc(OCc2ccc(Cl)cc2)c1 | 1.9 | -60 | -0.2 | -8
52 | O=C(NCc1ccc2c(c1)OCO2)c1cc(-c2ccccn2)nc2ccccc12 | 1.2 | 14 | 0.1 | 5
53 | Cc1ccccc1N=CC1=C(O)c2ccccc2C1=O | -0.5 | 87* | 0.0 | 7
54 | c1cc2ccc3ncc(-c4ccc(-c5ccn[nH]5)cc4)cc3c2cn1 | 0.2 | -18 | 2.0* | 12
55 | Cc1cccc(-n2c(SCCc3ccccc3)nc3ccccc3c2=O)c1 | -1.1 | 8 | 0.0 | -11
56 | CCCCOc1ccc(C(=O)NNS(=O)(=O)c2ccc3ccccc3c2)cc1 | 0.5 | -2 | -0.1 | -3
57 | CC(=O)Nc1ccc(NC(=O)Cc2cn(-c3ccc(Nc4cccc(N(C)C)c4)nn3)c3ccccc23)cc1 | 0.2 | -1 | 0.1 | 15
58 | CC(=O)N1CCN(Cc2c(Cl)cccc2Cl)CC1 | -0.1 | 3 | -0.3 | 1
59 | Cc1ncc(CO)c2cc(C(N)=O)c(=Nc3ccc(Cl)cc3)oc12 | 1.4 | 16 | -0.2 | 7
60 | CCC[C@@H]1NC(=O)[C@H]2CN(C(=O)c3ccc(-c4ccccc4)cc3)CCN2C1=O | -1.2 | 13 | 0.4 | 7
61 | CC(=O)C1=C(C)NC(=O)NC1c1cccc([N+](=O)[O-])c1O (stereo not drawn) | 0.8 | -4 | -0.3 | -13
62 | Cc1ccccc1C(=O)Nc1nnc(-c2cccnc2)o1 | 0.4 | 0 | -0.1 | -5
63 | CN(CC(=O)NC1CCCC1)S(=O)(=O)c1cc(Br)cnc1N | -0.7 | 2 | -0.1 | -19
64 | CCOC(=O)c1ccc(-n2c(C)cn3c4c(=O)n(CCOC)c(=O)n(C)c4nc23)cc1 | 0.0 | 3 | -0.1 | 2
65 | CCc1ccc(C(=O)NCc2cnn(C)c2)s1 | 0.3 | -13 | 0.2 | 11
66 | Cc1ccc(S(=O)(=O)N2CCOCC2)cc1C(=O)N1CCOCC1 | -0.1 | 2 | -0.1 | 5
67 | O=C(O)COc1ccccc1/C=C1/N=C(c2ccccc2)OC1=O | 0.3 | -14 | 0.0 | 9
68 | CON1C(=O)C(C)(C)N(OC)C(=O)C1(C)C | 2.4 | 13 | 0.0 | 6
69 | Cc1ccc(N2CC(NC(=O)N3CCN(c4ccc(F)cc4)CC3)CC2=O)cc1C (stereo not drawn) | -1.1 | 11 | -0.1 | 5
70 | O=C(NCCCN1CCCC1=O)c1ccc2nc(N3CCC(N4CCOCC4)CC3)sc2c1 | -1.2 | 4 | 0.5 | 2
71 | COc1cccc(/C=C2\CN(C)C/C(=C\c3cccc(OC)c3OC)C2=O)c1OC | -0.1 | 33* | -0.2 | 17
72 | O=C(NCCO)/C(=C\c1ccc(Cl)cc1)NC(=O)c1ccccc1Br | -0.6 | 3 | 0.0 | 4
73 | COc1ccc(N=C/C(C(=O)C(F)(F)F)=C(\O)c2cccs2)cc1 | 0.6 | -1 | -0.6 | -2
74 | C/C(=N\NC(=O)c1cccnc1)c1nnn(-c2nonc2N)c1C | -0.4 | 4 | -0.1 | -5
75 | CC(=O)c1ccc(NC(=O)CSc2nnc(N)n2-c2ccccc2)cc1 | -0.6 | -6 | 0.1 | 18
76 | Cc1ccc(S(=O)(=O)Oc2ccc(Cl)cc2/C=N/O)cc1 | -1.2 | 4 | -0.1 | -9
77 | O=C(NCc1ccccc1)NC1(C(=O)N2CCN3CCCC3C2)CCCCC1 (stereo not drawn) | 0.2 | 4 | 0.1 | -8
78 | O=C(NC1CCCC1)c1ccc(CNS(=O)(=O)c2ccc(Br)cc2)cc1 | -0.4 | -4 | -0.1 | -6
79 | CCc1ccc(NC(=O)c2cnc3n(c2=O)CCS3)cc1 | 0.4 | -33 | 0.2 | 0
80 | O=[N+]([O-])c1ccc(CSc2nc(Nc3ccc(F)c(F)c3)c3ccccc3n2)cc1 | -0.3 | -2 | -0.1 | 2

Remaining list, next part
entry | SMILES | GPR151 ag | TEAD-YAP inh | FBW7 activator | MITF primary
81 | c1ccc(Nc2nc3ccccc3[nH]2)nc1 | -0.2 | -35 | 0.3 | 4
82 | CC(C)[C@H](NC(=O)c1ccccc1Br)C(=O)Nc1ccc2c(c1)OCO2 | -0.8 | -8 | 0.0 | 6
83 | COc1ccc(N2CCN(C(=O)CSc3nc(C)nc4sc(C)c(C)c34)CC2)cc1 | -0.8 | -6 | 0.1 | -1
84 | N#Cc1ccc(NC(=O)c2ccccc2I)cc1 | -0.8 | 0 | 1.1 | -7
85 | COCCNC(=O)CC(=O)N/N=C/c1cccc(OC)c1O | 0.4 | 8 | -0.3 | 16
86 | CCOC(=O)C1=C(CSCC(=O)O)N(C)C(=O)NC1c1ccccc1 (stereo not drawn) | -0.3 | -5 | 0.1 | -6
87 | N/C(=N\OC(=O)CSc1ccccc1)c1ccc(Br)cc1 | 0.1 | -36 | 0.2 | 4
88 | COC(=O)c1cc(S(=O)(=O)N(CCc2ccccc2)Cc2ccccc2)cn1C | -1.8 | 4 | 0.0 | 11
89 | O=[N+]([O-])c1ccc2[nH]cc(S(=O)(=O)N3CCOCC3)c2c1 | 1.8 | 4 | -0.1 | 6
90 | CCc1cccc(CC)c1NC(=O)CCCC(=O)O | 6.6* | 3 | 0.9 | 9
91 | O=[N+]([O-])c1ccc(COc2ccccc2/C=N/O)cc1 | -1.4 | -97 | 0.2 | -18
92 | NS(=O)(=O)c1ccc(N/C=C\C(=O)c2cccc3ccccc23)cc1 | 0.3 | -17 | 0.0 | 6
93 | CCOC(=O)c1sc(NC(=O)CSc2nnc(CNC(=O)c3cccc(OC)c3)n2-c2cc(C)ccc2C)c(C(=O)OCC)c1C | -1.0 | -8 | 0.0 | -7
94 | CCN(CC)c1ccc(NC(=S)NC(=O)c2ccco2)cc1 | -2.2 | -51 | 0.5 | 20
95 | Cc1ccc(CC(=O)N2CCN(c3ccccc3F)CC2)cc1 | 0.5 | -3 | 0.1 | 5

Screening results (PubChem)

An unsorted share of the library; 3.4% or so of the library scored in one or more.
